Integrin act MD – activates integrin-mediated alleviation for muscular dystrophy; Potency, µM (doses to about 38.3 µM), for the others: top-dose activation, hits mostly activators; AID 624291; hit rate 0.064% among 350,000; alpha7betagal myoblasts, beta-gal FDG fluorescence, 48 h;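 note: potency is the fitted concentration of half-maximal effect; 100% = response of the positive control SU9516; nearly all actives have a fitted effect of over 60% in size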
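Alpha7betagal+/- myoblasts (passage 13) were plated 16-24 hr, then exposed to compounds (1:260 dilution of DMSO stock) for 48 hours at 37C. After MPER lysis, β-galactosidase reporter activity was read as FDG fluorescence (ex 480/em 540) after 30 minutes.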
BCR signal inh – inhibitors of chronic active B-cell receptor signaling | ABC-DLBCL IkBa-CBG/CBR reporter, luminescence ratio, 4 h | Potency, µM (top dose mostly 46.1 µM), for the others: at the top dose ratio change, negative = lower green/red ratio, hits mostly inhibitors | hit rate 0.05% among 340,000 | AID 493014; active = well fitted inhibition curve with a large enough effect in the signal ratio, with a control signal flat, not every such curve was filed as active; inconclusive = small, poorly fitted or top-dose-only effect, or effect the other way, or a change in a side signal; the % refers to the signal ratio;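 note: potency is the fitted concentration of half-maximal effect; plate controls were basal doxycycline-induced cells for no effect and cells given 10 µM MG132 for full effect; MG132 reads +100%, hits lower the ratio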
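Cell line TMD8 (human ABC DLBCL), stably expressing tet-inducible CBG68-IkBa fusion and CBR; IMDM/0.5% FBS; cpd up to 46 uM; dox induction, 4 h, 37C/5% CO2; dual luminescence; green/red ratio; MG132 control.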
ELG1 DNA repair – inhibitors of ELG1-dependent DNA repair in HEK293T cells; HEK293T ELG1-luciferase reporter, luminescence, 16 h; DNA damage induced by 5-fluorouridine; Potency, µM (titrated, usually from 46.1 µM), without a hit: top-dose activity change, negative = inhibition, hits mostly inhibitors; hit rate 2.3% among 330,000; AID 504467; note: potency is the fitted concentration of half-maximal effect; % is set by controls: 0 for no effect and ±100 for the full control effect; nearly all actives have a fitted effect of over 55% in size
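5-Fluorouridine DNA damage + compound/DMSO, 2,000 cells/well, 16 h, 37 °C/5% CO2. ONE-Glo, 30 min RT, luminescence. Readout = decrease in reporter signal.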
TSHR antag – human thyrotropin receptor antagonism | TSHR-expressing cells, TSH-stimulated cAMP HTRF, 2 h; hits give low values | activity change, negative = inhibition, % at 11.5 µM | hit rate 0.2% among 330,000;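 active = activity change below a set negative limit, meaning inhibition stronger than a set level, cut at about -70% in these data; inconclusive = activity change between two set negative limits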; note: % is set by controls: 0 for no effect and ±100 for the full control effect
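TSHR-expressing cells were treated with compounds, then stimulated with TSH at EC80 (4nM final) for 2 hours at 37 deg C. Cellular cAMP was measured by HTRF competition between lysate cAMP and cAMP-d2 for a cryptate-labelled anti-cAMP antibody.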
Eya2 inh – Eya2 (human) phosphatase inhibition. O00167. recombinant Eya2, OMFP fluorescence dephosphorylation (OMFP is methylfluorescein phosphate). Potency, µM (highest dose often 76.9 µM), without a hit: top-dose activity, negative = inhibition, most hits filed as inhibitors. hit rate 0.006% among 330,000; note: potency is the fitted concentration of half-maximal effect; % is set by controls: 0 for no effect and ±100 for the full control effect
Target sequence (O00167 whole entry, looked up): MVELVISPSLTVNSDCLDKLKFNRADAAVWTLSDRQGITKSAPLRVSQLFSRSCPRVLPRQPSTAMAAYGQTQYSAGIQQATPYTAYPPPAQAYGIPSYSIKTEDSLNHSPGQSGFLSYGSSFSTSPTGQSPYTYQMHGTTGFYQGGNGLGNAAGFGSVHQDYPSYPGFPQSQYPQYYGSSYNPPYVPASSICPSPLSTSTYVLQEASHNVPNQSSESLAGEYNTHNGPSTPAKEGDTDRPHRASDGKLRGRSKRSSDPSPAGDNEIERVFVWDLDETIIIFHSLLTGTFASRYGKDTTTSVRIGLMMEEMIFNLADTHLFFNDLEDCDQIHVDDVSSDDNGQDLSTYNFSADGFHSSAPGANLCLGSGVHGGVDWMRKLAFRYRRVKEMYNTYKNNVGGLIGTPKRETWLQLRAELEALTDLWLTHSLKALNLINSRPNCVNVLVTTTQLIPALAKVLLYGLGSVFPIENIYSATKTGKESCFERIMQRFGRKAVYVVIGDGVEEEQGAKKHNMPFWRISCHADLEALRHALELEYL
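Eya2 (0.2 uM) preincubated 10 min at ambient with compound, then OMFP substrate added at 50 uM; 10 min reaction in 50 mM HEPES pH 7.5, 50 mM NaCl, 5 uM MgCl2, 0.05% BSA, 1 mM DTT. Fluorescence read at Ex 485/Em 525 nm.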
TCR activator – T cell receptor activation; primary human leukocytes, anti-CD3, IL-2 HTRF, 48 h; Potency, µM (series often up to 9.22 µM), for inactives: top-dose activation of IL-2 secretion, usual class: activators; 330,000 tested, under 10 active; AID 504894; note: % of control where 0% means no effect
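Human primary leukocytes + a-CD3 beads + cpd, 48 hr; IL-2 in supernatant by HTRF (ex 320nm / em 665nm). No co-stimulatory signal supplied.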
Mito fusion yeast – inhibitors of mitochondrial division or activators of mitochondrial fusion. S. cerevisiae fusion-defective mutant growth rescue, CellTiterGlo 48 h. Potency, µM (series often up to 46.1 µM), without a hit: top-dose growth rescue (activation), usual class: activators. hit rate 0.23% among 320,000. AID 485298;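 note: potency is the fitted concentration of half-maximal effect; % of control where 0% means no effect; nearly all actives have a fitted effect of over 45% in size; temperature-sensitive fusion mutants such as fzo1-1 at 37 °C on non-fermentable ethanol glycerol medium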
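Temperature-sensitive fusion-defective S. cerevisiae (e.g. fzo1-1, mgm1-5) were grown with compound in YPEG medium (3% ethanol, 3% glycerol) for 48 hours at 37C. Growth rescue was measured as viability by CellTiterGlo luminescence after 10 minutes at ambient.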
A-T KAP1 phos – candidate therapy for ataxia-telangiectasia | […] A-T fibroblasts, KAP-1 phosphorylation AlphaLISA; neocarzinostatin DNA damage 30 min before lysis | Potency, µM (top dose mostly 57.5 µM), for inactives: at the top dose activation, actives largely listed as activators | hit rate 0.19% among 320,000; note: potency is the fitted concentration of half-maximal effect; % of control where 0% means no effect; nearly all actives have a fitted effect of over 45% in size
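hTERT-immortalized A-T patient fibroblasts ([…]), 500 cells/well in OPTI-MEM, 1% FBS, got compounds for 60 min, then NCS for 30 min at 37C. Lysates were then assayed for phospho-KAP-1 by AlphaLISA (anti-pKAP1 donor, anti-KAP1 acceptor beads), 6 hr at 25C.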
Tb PFK block – inhibitors of T. brucei phosphofructokinase. T. brucei PFK, ADP-Glo luminescence. hit rate 0.17% among 330,000. O15648. Potency, µM (titrated, usually from 57.5 µM), without a hit: at the top dose activity, negative = inhibition, most hits filed as inhibitors;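 note: potency is the fitted concentration of half-maximal effect; 0% = uninhibited 1x PFK enzyme wells and -100% = no-enzyme wells; nearly all actives have a fitted effect of over 60% in size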
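1.25 nM PFK with 0.5 mM F6P and 0.1 mM ATP in 0.1 M TEA pH 8.0, 5 mM MgCl2, incubated 45 min at room temperature; ADP measured by ADP-Glo luminescence; compounds titrated up to 57 uM.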
TSG101-PTAP inh – blocks PTAP/TSG101 interaction to inhibit HIV-1 budding | Q99816 | Fluorescence polarization, FITC-PTAP peptide / Tsg101 binding | Potency, µM (doses to about 115 µM), inactives show at the top dose activity change, negative = inhibition, most hits filed as inhibitors | 340,000 tested, under 10 active; active = well fitted inhibition curve with a large enough effect in the main read-out, with a control signal flat, not every such curve was filed as active; inconclusive = small, poorly fitted or top-dose-only effect, or effect the other way, or a change in a side signal; inactive = no such curve, though single readings can be large or run the other way; note: potency is the fitted concentration of half-maximal effect; % of control where 0% means no effect
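FP read-out: FITC-PTAP peptide, 50 nM final, binding Tsg101 binding domain, 10 uM final; 20 min, r.t.; 10 mM HEPES pH 7.5, 0.15 M NaCl, 0.01% Tween 20, 3 mM EDTA, 0.1 mM TCEP.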
S-ASM inh – blocks human secretory acid sphingomyelinase; P17405; Potency, µM (top dose mostly 57.5 µM), for the others: at the highest dose activity change, negative = inhibition, actives largely listed as inhibitors; placental ASM, HMU-PC fluorogenic substrate, 60 min; hit rate 0.006% among 340,000; note: potency is the fitted concentration of half-maximal effect
Target sequence (P17405 47-631 limits assumed): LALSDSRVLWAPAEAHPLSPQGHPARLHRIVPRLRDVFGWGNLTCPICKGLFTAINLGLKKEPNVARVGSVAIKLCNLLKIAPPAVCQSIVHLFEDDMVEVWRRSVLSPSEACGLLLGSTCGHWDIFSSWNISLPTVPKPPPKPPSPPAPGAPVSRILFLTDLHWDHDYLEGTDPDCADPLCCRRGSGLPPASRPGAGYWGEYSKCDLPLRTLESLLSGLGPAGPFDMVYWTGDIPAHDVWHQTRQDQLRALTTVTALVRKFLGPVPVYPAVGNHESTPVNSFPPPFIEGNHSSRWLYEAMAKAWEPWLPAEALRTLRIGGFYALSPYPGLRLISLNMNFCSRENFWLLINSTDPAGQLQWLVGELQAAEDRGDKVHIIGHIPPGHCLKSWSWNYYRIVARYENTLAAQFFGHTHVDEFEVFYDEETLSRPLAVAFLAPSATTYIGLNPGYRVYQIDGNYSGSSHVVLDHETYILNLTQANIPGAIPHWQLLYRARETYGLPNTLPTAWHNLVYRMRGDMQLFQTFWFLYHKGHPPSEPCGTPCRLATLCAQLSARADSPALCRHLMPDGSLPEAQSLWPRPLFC
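qHTS format. ASM enzyme prepared from human placenta hydrolyses the fluorogenic substrate HMU-PC0 (9 uM final) over 60 min at 37 °C after a 10 min compound preincubation.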
An asterisk follows results filed as active; ? = inconclusive; . = not tested or not shown; & = joins results of further samples; [ ] = dose if it differs, or a comment. Unless noted, calls come from the whole dose curve; as a rule, active = well fitted curve in the direction sought with a large enough effect; inconclusive = small, poorly fitted or top-dose-only effect, or another doubt; inactive = no such curve, though single readings can be large; an effect the other way counts as inactive or inconclusive.

mol | TCR activator | TSG101-PTAP inh | BCR signal inh | Tb PFK block | A-T KAP1 phos | Eya2 inh | S-ASM inh | Mito fusion yeast | TSHR antag | Integrin act MD | ELG1 DNA repair
COc1ccc(N=Cc2c(C)[nH][nH]c2=O)cc1 | 1% | -3% | ? | 17% | -8% | 1% | 4% | -7% | 36 | 3% | ?
O=C(Nn1cnc2ccccc2c1=O)c1ccc(Br)cc1 | -1% | 0% | 0% | 0% | 17% | 0% | -4% | 9% | -5 | 43% | ?
Cc1cccc(NC(=O)CSc2nnc(CNC(=O)c3ccc(S(=O)(=O)N(C)C)cc3)n2-c2ccccc2)c1 | 2%[46.1 µM] | -1% | 2% | 3% | -5% | -14% | 3% | 1% | -4 | -2% | -12%
C/C(N)=C(/C#N)C(=O)COC(=O)c1cc(-c2ccc(Br)cc2)nc2ccccc12 | 0% | 1%&1% | 9% | ? | 4% | 18% | -14%&-12% | -6% | -26 | -23%&-23% | ?
Cc1cc(C)c(C)c(S(=O)(=O)N2CCC(C(=O)NNC(=O)c3ccccc3O)CC2)c1C | 1% | -2% | -1% | -3% | -2% | 26% | -15% | 2% | 4 | -11% | -15%
CCOc1cccc(C2C(C(=O)c3ccco3)=C(O)C(=O)N2Cc2ccncc2)c1 (configuration not stated) | 2% | -1% | 3% | -6% | -3% | 22% | -3% | -7% | 31 | -11% | 7%
COc1ccccc1NC(=O)/C(=C\c1cccs1)NC(=O)c1ccco1 | -1% | -2% | -6% | 6% | -2% | -10% | -1% | 2% | -8 | -24% | -16%
COc1ccccc1CCC(=O)OCC(=O)c1c(N)n(CC(C)C)c(=O)n(C)c1=O | 9% | -11% | 4% | 0% | 2% | -18% | . | 3% | -33 | -42% | ?
COc1ccccc1-n1cnc2cc(C(=O)NCc3ccco3)ccc21 | 0% | -3% | ? | 0% | 0% | -3% | 2% | 0% | -7 | -36% | 0%
CC(=O)Nc1ccc(S(=O)(=O)Nc2ccc(=O)n(Cc3ccc(Cl)c(Cl)c3)c2)cc1 | -3% | -6% | -7% | -5% | 7% | 0% | 4% | -4% | -3 | 14% | 0%
O=[N+]([O-])c1cccc(-c2nc(-c3ccccc3)c(-c3cccs3)[nH]2)c1 | -1% | -5% | 11% | -3% | -1% | -5% | -4% | -3% | 16 | 16% | -17%
COc1ccc(/C=N/NC(=O)Cn2cc(C(F)(F)F)ccc2=O)cc1 | 2% | 0% | -1% | -2% | 12% | 0% | -6% | 19% | 29 | 21% | 12%
C/C(=N\Nc1cccc(C(=O)O)c1)c1ccc2c(c1)Nc1ccccc1S2 | 6% | -4% | ? | 0% | -2% | -2% | 4% | -2% | -4 | 24% | ?
O=C(c1ccccc1-n1cccc1)N1N=C(C(F)F)CC1(O)C(F)F (configuration not stated) | -3%[46.1 µM] | 0% | -3% | -4% | -1% | -1% | -1% | 2% | 4 | -46%[inhibitor] | -20%
Cc1cc(/C(N)=N/OC(=O)c2ccc(Cl)cc2)no1 | 0% | 1% | ? | 2% | -2% | 11% | -4% | 12% | -10 | -13% | ?
Cc1c(C(=O)Nc2ccc(F)cc2)sc2ncn(CC(=O)N3CCCCC3)c(=O)c12 | 1% | -2% | -11% | -6% | -6% | 9% | -3% | -7% | -12 | -14% | 6%
C=CCSc1nc2ccccc2c(=O)[nH]1 | -3% | -3% | -14% | 2% | 14% | 2% | -2% | -1% | 9 | 5% | 30%
Cc1cccc(OCC(=O)NCc2nc(-c3ccccc3)no2)c1 | -3% | -1% | -5% | 1% | 12% | -14% | 0% | -6% | 12 | 8% | -7%
CC(=O)C(Cc1ccccc1)NC(=O)COc1ccc2c(c1)OCO2 (configuration not stated) | 0% | -2% | 2% | 0% | 28% | 3% | 4% | . | 8 | ? | 4%
COc1cc(OC)cc(C(=O)Nc2ccc(CN3CCCCC3)cc2)c1 | 1% | 2% | -1% | 1% | 3% | -1% | -1% | -4% | 2 | -2% | 13%

The list goes on; it opens with the four that closed the last part.
mol | TCR activator | TSG101-PTAP inh | BCR signal inh | Tb PFK block | A-T KAP1 phos | Eya2 inh | S-ASM inh | Mito fusion yeast | TSHR antag | Integrin act MD | ELG1 DNA repair
C=CCSc1nc2ccccc2c(=O)[nH]1 | -3% | -3% | -14% | 2% | 14% | 2% | -2% | -1% | 9 | 5% | 30%
Cc1cccc(OCC(=O)NCc2nc(-c3ccccc3)no2)c1 | -3% | -1% | -5% | 1% | 12% | -14% | 0% | -6% | 12 | 8% | -7%
CC(=O)C(Cc1ccccc1)NC(=O)COc1ccc2c(c1)OCO2 (configuration not stated) | 0% | -2% | 2% | 0% | 28% | 3% | 4% | . | 8 | ? | 4%
COc1cc(OC)cc(C(=O)Nc2ccc(CN3CCCCC3)cc2)c1 | 1% | 2% | -1% | 1% | 3% | -1% | -1% | -4% | 2 | -2% | 13%
O=[N+]([O-])c1ccc(O)c(/C=N/NC2=NS(=O)(=O)c3ccccc32)c1 | 12% | ? | 4% | -2% | 4% | -20% | -1% | -12% | 12 | -12% | ?
COc1cccc(CNC(=O)C2CCN(C(=O)N3CC(C)Oc4ccccc43)CC2)c1 (configuration not stated) | -4% | -3% | 10% | -3% | 4% | -8% | -2% | 0% | -24 | -6% | 0%
O=c1c(Cc2ccc(F)cc2)c(O)ccn1CCc1ccccn1 | 1% | 1% | -2% | 2% | -1% | -2% | 4% | -5% | 7 | 6% | -1%
CCCCc1ccc(S(=O)(=O)Nc2nnc(C)s2)cc1 | . | -3% | 5% | -2% | 6% | 10% | 9% | 25% | -1 | 0% | 11%
Cc1cc2cccc(C)c2nc1SCC(=O)NCC1CCCO1 (configuration not stated) | -4% | -2% | 12% | -2% | 1% | -7% | -1% | 20% | -16 | -9% | 5%
Cc1c(NC(=O)COC(=O)c2ccc(O)cc2)c(=O)n(-c2ccccc2)n1C | -12% | -2% | -6% | 2% | -7% | 21% | 0% | -1% | 34 | 10% | -10%
CCCc1nc(NCCCOCC)c2nnn(Cc3ccccc3)c2n1 | 1% | -2% | 3% | -1% | 2% | 8% | -2% | -4% | -17 | 0% | 4%
COC(=O)c1ccccc1NC(=O)CSc1n[nH]c(C)n1 | 1%[46.1 µM] | -2% | -17% | -4% | -4% | -17% | 4% | -5% | -4 | 14% | -5%
O=C(Cn1c(=S)[nH]c2ccccc2c1=O)NCCc1ccccc1 | -19% | 1% | -1% | -3% | -1% | -19% | -4% | 2% | 6 | -20% | 17%
O=C(Nc1ccc(Br)c(Cl)c1)C1CC1 | 0% | -3% | 1% | -14% | -1% | 6% | -1% | 4% | 8 | -20% | -2%
CCOc1cc(N2CCOCC2)c(OCC)cc1NS(=O)(=O)c1cc(NC(C)=O)ccc1OC | 2% | 1% | -4% | ? | 4% | -1% | 26% | -4% | -3 | -20% | 7%
CCN1C(=NCCN2CCOCC2)N[C@@H](c2ccccc2)C(C(=O)OC)=C1C | 2% | -3% | ? | 7%&-6% | -2%&0% | 10%&14% | 2% | 1%&-2% | 15&0 | 10% | ?
O=C(Nc1cc(Cl)ccc1Oc1ccccc1)c1ccc(F)cc1 | -10%[46.1 µM] | 0% | 24% | -5% | 21% | 1% | -5% | 13% | 18 | 0% | -10%
CCc1c(C)sc(NC(=O)OC)c1C(=O)N1CCOCC1 | 0% | -7% | -5% | -2% | -2% | 10% | 4% | 0% | 6 | 13% | -3%
CCOC(=O)CSc1nc(C)c(Oc2ccc(Cl)cc2Cl)c(=O)[nH]1 | -2% | -5% | -1% | -2% | -12% | 0% | 15% | 1% | -6 | ? | -5%
Cc1ccccc1NC(=S)NC1CCN(Cc2ccccc2)CC1 | -3%[46.1 µM] | -1% | 3% | -5% | 10% | 0% | 7% | -2% | 6 | -19% | -29%
O=C(Nc1cccc(C(F)(F)F)c1)c1ccc2nc(-c3ccco3)c(-c3ccco3)nc2c1 | 5% | 0% | ? | -17% | 8% | 0% | 129%[activator] | 4% | -16 | -14% | 21µM*

Screens (PubChem)

Random draw from the library; about 3.2% have a hit in one of these screens.
